CFTR F508del cor: F508del CFTR correction, initial screen, CFBE line, single point; 350,000 compounds, 0.36% hits; activity (quench increase), % at 7.58 µM; CFBE cells, YFP halide quenching; stimulated with forskolin plus potentiator P3; % fluorescence drop versus neutral controls;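 active = mean added fluorescence quench of at least 8% versus neutral control, with both replicates also reaching 8%; inconclusive = only one of the mean or replicate conditions met; inactive = mean below 8% and not both replicates reaching 8%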;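 also: cells transiently co-express mutant CFTR-F508del with the halide-sensitive YFP; corrector assay measuring rescue of mutant channel to the surface after 24 h compound exposure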
miR-122 sensor: miR-122 Renilla sensor signal increase in Huh7, primary screen, miR-122 inhibitor project, cell-based, single point, plate reader; Huh7 miR-122 Renilla luciferase sensor, 48 h; neutral wells = 0, positive control = 100; activation (reporter increase), % at 12.5 µM; 340,000 compounds, 0.3% hits;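 active = mean replicate activation score at least 90 and every replicate individually at or above 90; inconclusive = only one of the two criteria met; inactive = neither criterion met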;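 also: higher luciferase means less miR-122 activity so hits act as miR-122 inhibitors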
GSIS activator: GLuc luminescence reporter in INS-1E cells, primary screen for activators of glucose-dependent secretion of insulin; INS-1E GLuc reporter insulin secretion, 2-3 h; activation, % at 16.6 µM; 370,000 compounds, 0.61% hits;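 active = lowest replicate activation of at least 40%, so every replicate reaches that level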;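 also: 0% = median of neutral control wells and 100% = median of IBMX positive control wells; some compounds called inactive have numbers as strong as hits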
FN deposit inh: inhibitors of fibronectin matrix deposition, primary screen, AH1F cells, Alexa488-fibronectin fluorescence, plate reader; inhibition, % at 12.6 µM; 350,000 compounds, 0.086% hits; AH1F fibroblasts, overnight;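 active = mean inhibition across replicates of 30% or more, regardless of how many single replicates reach that level; inconclusive = mean under 30% yet at least half of replicates reach 30%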;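 also: positive control wells lacked labelled fibronectin entirely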
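Schedule: 1 h cell adhesion before compound, then overnight fibronectin incubation; test system: AH1F fibroblast monolayer depositing Alexa488-labelled fibronectin into matrix; quantity: 10000 AH1F cells per well; probe or stimulus: fluorescent fibronectin at 24 nM final; signal: fluorescence, ex 485 nm, em 525 nm; evaluation: percent inhibition as loss of matrix-bound fibronectin fluorescence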
PAX8 reporter: inhibitors of PAX8-driven TPO luciferase reporter, primary screen, RMG-I cells, single concentration | SteadyGlo, 24 h | inhibition, % at 12.6 µM | 360,000 compounds, 1.2% hits | AID 652154, 2013;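 active = mean replicate inhibition at least 60% with every replicate also reaching 60%; inconclusive = only one of the two criteria is met; inactive = mean below 60% and not all replicates reaching 60%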;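 also: luciferase light reporting Pax8 driven TPO promoter activity; plate controls were median of neutral control wells for no effect and mitoxantrone controls for full effect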
DENV2 CPE rescue: inhibitors of DENV2 cytopathic effect, primary screen, cell-based, plate reader, single concentration. DENV2-infected cells, cytopathic effect rescue. CPE inhibition, % at 9.99 µM. 350,000 compounds, 1.7% hits; in the data active = CPE inhibition above about 20%, passing the limit was not always enough; inconclusive = no clear call, values can overlap the other calls; tested in BHK-21 cells;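 also: 0% = median of neutral control wells and 100% = median of positive control wells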
EWS-Fli block: EWS/Fli-driven NR0B1 reporter inhibitors, primary screen, A673 cells, NR0B1 luciferase, luminescence, MLPCN library | 350,000 compounds, 0.67% hits | viability-normalised | inhibition, % at 12.6 µM | AID 651661, 2012;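 active = mean inhibition of at least 50% after viability correction, with every replicate also passing that limit; inconclusive = mean reaches 50% but only one of two replicates passes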;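 also: firefly luciferase signal divided by Alamar Blue viability fluorescence both relative to DMSO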
Starred values were filed as active, the others as inactive; ? = inconclusive; · = no result given; & = joins results of further samples; [ ] = remark or other dose.

SMILES	CFTR F508del cor	miR-122 sensor	GSIS activator	FN deposit inh	PAX8 reporter	DENV2 CPE rescue	EWS-Fli block
Cn1cnc([N+](=O)[O-])c1Sc1ccc([N+](=O)[O-])cc1	0.5	·	2	3	25	-4	10
CC1(C)CC(N(CCc2ccccc2)Cc2ccccc2)CCO1 (stereo unspecified)	-2.1	-7	-7	-1	1	6	9
COc1ccc(CN2Cc3cc(-c4ccccc4)ccc3-n3nncc3C2)cc1	0.4	5	-14	0	-9	-1	-11
O=c1ccc2cc(O[C@@H]3O[C@H](CO)[C@@H](O)[C@H](O)[C@H]3O)c(O)cc2o1	-0.1	-16	·	-6	-12	-3	-4
C=CCn1c(O)c(C(C)=O)c(=O)[nH]c1=O (tested in a mixture with another compound)	-2.3	·	7	-1	22	-1	4
Oc1ccccc1C1NCc2ccccc2-n2cccc21 (stereo unspecified)	-0.6	·	-18	4	25	5	3
O=c1c2ccccc2nc(/C=C/c2ccc([N+](=O)[O-])o2)n1-c1ccc(O)cc1	-6.4	95*	-17	1	69*	-5	84*
CC1C(=O)CC2(C(C)C)CC12 (stereo unspecified)	4.1	1	3	·	·	0	-3
CCc1nc(N2CCNCC2)c(C#N)c2c1CSC(C)(C)C2	·	-4	·	-1	-17	·	·
O=[N+]([O-])c1cc(Cl)c(O)c(-[n+]2c(-c3ccccc3)cc(-c3ccccc3)cc2-c2ccccc2)c1	-15	·	-31	-18	33	-11	8
O=c1[nH]c(=S)n(C2CC2)c(O)c1C=Nc1ccc2c(c1)OCO2	0.1	·	14	-4	-24	3	-4
Cc1ccc(C)c(OCC(=O)N2CCN(Cc3ccc4c(c3)OCO4)CC2)c1	-1.8	·	-21	2	9	-1	6
CC/C(=N\NC(=O)c1ccccc1Cl)c1c(O)n(C2CCCCC2)c(=O)[nH]c1=O	3.0	8	-23	2	-9	1	6
CCCOC(=O)c1ccccc1C(=O)OCCC	0.6	-4	-5	·	·	-14	-4
CCOC(=O)[C@]12Cc3ccsc3[C@H]1N(Cc1ccccc1)C(=O)c1ccccc12	-1.5	1	-5	-1	33	-8	10

Results in GSIS activator (two entries from above):
smiles	GSIS activator
CC/C(=N\NC(=O)c1ccccc1Cl)c1c(O)n(C2CCCCC2)c(=O)[nH]c1=O	-23
Cc1ccc(C)c(OCC(=O)N2CCN(Cc3ccc4c(c3)OCO4)CC2)c1	-21

(more compounds)
SMILES	CFTR F508del cor	miR-122 sensor	GSIS activator	FN deposit inh	PAX8 reporter	DENV2 CPE rescue	EWS-Fli block
COc1ccc(OC)c(CC(=O)N(C)C2CCCN(Cc3ccccc3F)C2)c1 (stereo unspecified)	6.1	-2	-1	1	2	-1	8
CC(=O)NNC(=O)CN1C(=O)CN=C(c2ccccc2)c2cc(Br)ccc21	-0.1	·	9	8	-5	-2	-3
CCOC(=O)c1c(C)n(CCOC)c2ccc(O)cc12	·	-2	·	-1	16	·	·
CCCCCCC(Cl)(Cn1ccnc1)c1ccccc1 (stereo unspecified)	1.0	·	·	-3	-7	?	3
CC(C)C[C@H]1COc2cccc(N3CCN(C)CC3)c2S(=O)(=O)N1	1.9	·	4	7	3	-3	5
COc1ccc2c(c1)c(CCN)c(C)n2Cc1ccccc1	-0.7	-52	·	6	-5	13	6
Cc1cc(Oc2cc(NN3CCCCC3)c([N+](=O)[O-])cc2[N+](=O)[O-])ccc1[N+](=O)[O-]	-1.1	3	15	-10	15	11	3
Cc1ccc(CN2CCCC(C(=O)c3cccc(C(F)(F)F)c3)C2)o1 (stereo unspecified)	·	0	0	·	7	0	11
Nc1ccc(Cc2ccc(N)cc2)cc1	-5.6	·	·	9	5	-3	10
Cc1ccc2nc(C)n(-c3ccc(F)cc3)c(=O)c2c1	-1.9	-5	6	-10	0	·	8
Cc1ccc(N2C(=O)NC(=O)C(CCc3ccccn3)(Cc3ccc(F)cc3)C2=O)cc1 (stereo unspecified)	-2.8	·	-8	7	5	8	7
NCCc1ccccc1	0.1	-2	2	·	·	43*	-10
Cc1ccc(CN2CCCN(Cc3ccc(Cl)cc3)S2(=O)=O)cc1	1.1	-8	24	6	-33	0	6
CC(=O)[C@@]1(O)CC[C@H]2[C@@H]3CC=C4C[C@@H](O)CC[C@]4(C)[C@H]3CC[C@@]21C	-3.8	14	·	0	-12	20	-14
CN(C)P(=NC(=S)c1cccn1C)(N(C)C)N(C)C	·	0	-2	1	·	·	·
CCN(CC)N=O	-0.3	3	3	·	·	16	-1
O=C(c1cc2cc(Cl)ccc2[nH]1)N1CCC2(CC1)OCCO2	4.1	3	9	10	-38	1	-46
O=C1NCN(c2ccccc2)C12CCN(C(c1cccs1)c1nnnn1C1CCCC1)CC2 (stereo unspecified)	-2.5	8	-21	-13	11	1	0
Cc1cc(OC(C)C(=O)NCc2ccncc2)c2c3c(c(=O)oc2c1)CCCC3 (stereo unspecified)	2.1	-9	11	2	3	-3	14
COC(=O)Cn1cc(/C=C2\C(=O)NC(=O)N(c3ccc(OC)cc3)C2=O)c2ccccc21	-2.0	-1	0	0	40	0	12
Cc1ccccc1-n1c(O)c(/C=N/NC(=O)c2ccccc2O)c(=O)[nH]c1=S	-3.4	26	-4	4	7	2	-14
CC(C)CC#Cc1ccc([C@@H]2[C@H](CO)N3CCCCN(C(=O)Cc4ccccn4)C[C@@H]23)cc1	-0.4	-6[16.7 µM]	-13	·	-2	16	2
CC(=NCc1ccc2c(c1)OCO2)c1c(O)n(Cc2ccccc2)c(=O)[nH]c1=O	1.5	0	21	-4	4	-1	1
O=C(Nc1nc(-c2ccccc2)c(-c2ccccc2)s1)c1ccc(S(=O)(=O)N(CCCl)CCCl)cc1	3.2	-8	-3	-7	16	?	-31
OC1/C(=C/c2ccc(Cl)cc2Cl)N2CCC1CC2 (stereo unspecified)	-0.6	-2	6	-1	-4	1	3
O=C1OCc2cc(N=Nc3c(O)[nH]c(=O)[nH]c3=O)ccc21	0.0	-7	17	-18	10	3	1
O=c1[nH]c2ccccc2n1CCCN1CCC(n2c(=O)[nH]c3cc(Cl)ccc32)CC1	-16	-6	·	-5	8	18	14
Cc1ccc(S(=O)(=O)N2CCC(C(=O)N3CCC4(CC3)OCCO4)CC2)cc1	·	4	1	-13	·	·	·
Cc1ccc2c(c1)C1CN(C)CCC1N2C(=O)c1cccs1 (stereo unspecified)	-0.5	·	-6	-1	-1	-5	8
CC(C(=O)c1ccccc1)N1C(=O)c2ccccc2C1=O (stereo unspecified)	·	·	41	-2	-14	·	·

Overlap with the part before: two compounds; new compounds follow.
SMILES	CFTR F508del cor	miR-122 sensor	GSIS activator	FN deposit inh	PAX8 reporter	DENV2 CPE rescue	EWS-Fli block
Cc1ccc2c(c1)C1CN(C)CCC1N2C(=O)c1cccs1 (stereo unspecified)	-0.5	·	-6	-1	-1	-5	8
CC(C(=O)c1ccccc1)N1C(=O)c2ccccc2C1=O (stereo unspecified)	·	·	41	-2	-14	·	·
CC(=O)c1ccc(-c2ccccc2)cc1	·	·	11	-19	-73	1	-13
COc1ccccc1-n1c(/C=C/c2ccccn2)nc2ccccc2c1=O	-5.0	-11	6	7	53	-1	-15
ClCCN1CCN(c2ccnc3cc(Cl)ccc23)CC1	5.1	·	22	-1	-3	5	-6
COc1ccc(-c2ccc([C@@H]3[C@H]4CN(C(=O)Cc5ccccc5)CCCCN4[C@H]3CO)cc2)cc1	-2.5	3[16.7 µM]	5	·	-3	-11	·
O=S1(=O)CCN(CCc2c[nH]c3ccccc23)CC1	-0.9	-2	5	0	10	1	-8
O=P1(c2ccccc2)Nc2ccccc2N1c1ccccc1 (stereo unspecified)	-3.2	5	-26	4	0	1	7
COc1cccc(N2C(=O)NC(=O)/C(=C\c3ccc([N+](=O)[O-])s3)C2=O)c1	1.7	-1	-7	-6	34	4	5
COC(=O)C1=Nc2ccccc2/C1=C\c1c(O)n(-c2ccc(Br)cc2)c(=O)[nH]c1=O	·	·	·	-4	17	5	14
O=C1NC(=O)N(c2cccc(Br)c2)C(=O)/C1=C/c1ccsc1	-3.2	·	-13	·	13	-4	15
O=C(c1csc2c1CCCCC2)N1CCC2(CC1)OCCO2	1.9	·	-3	·	·	8	2
CN1CCN(CCOC2c3ccccc3CSc3ccc(Cl)cc32)CC1 (stereo unspecified)	-1.5	9	-34	10	0	·	24
CC(=O)C1C(N2CC2)CC2C3CCC4=CC(=O)CCC4(C)C3CCC21C (stereo unspecified)	-3.5	·	·	-7	-18	-2	-5
COc1ccc(C2NCCc3[nH]cnc32)cc1 (stereo unspecified)	0.7	·	8	9	12	0	-6
Cc1ccc(CN2CCSc3ccc(C(=O)N4CCC5(CC4)OCCO5)cc32)cc1	2.5	·	6	-8	-1	?	6
Cn1nnc(CC[N+](C)(C)C)n1	0.3	-4	8	5	-6	-2	-12
CCc1nc2ccc(N3CCN(C)CC3)cc2nc1CC	0.0	1	10	·	7	·	5
CNS(=O)(=O)c1ccc(N=Cc2c(O)n(-c3ccccc3)c(=O)[nH]c2=O)cc1	-1.9	·	-8	-5	-18	-4	-1
c1ccc(C2c3ccccc3-n3nncc3CN2CC2CCCCC2)cc1 (stereo unspecified)	1.6	3	9	9	-11	-1	7
COc1cccc(CN2CCN(C(=O)Cc3ccccc3OC)CC2)c1	-4.1	-4	6	-9	19	-4	7
CS(=O)(=O)N1Cc2cnnn2-c2ccccc2C1C#N (stereo unspecified)	4.5	-5	-3	10	8	2	4
CCCCn1c(O)c(/C=C2/C=CC=N2)c(=O)[nH]c1=O	-0.2	3	56*	0	-11	-2	3
C[C@@H]1C[C@@H]([C@H](O)CC2CC(=O)NC(=O)C2)C(=O)[C@@H](C)C1	-3.3	-26	-36	·	·	-2	42
O=C(NCC1=C(c2ccc3ccccc3c2)C[C@@H]2CC[C@H]1N2Cc1ccco1)c1cccs1	2.4	-1	-2	2	9	0	2
CN(C)c1ccc(-[n+]2c(-c3ccccc3)cc(-c3ccccc3)cc2-c2ccccc2)cc1	8.3*	-26	-36	4	88*	·	53*
O=C(O)[C@@H]1[C@@H](CO)[C@@H]2Cn3c(ccc(-c4cncnc4)c3=O)[C@H]1N2C(=O)NC1CCCC1	-1.9	-6[16.7 µM]	5	·	-10	0	14
COC(=O)C1=C(c2ccc(F)cc2F)C[C@@H]2CC[C@H]1N2C	0.9	-4	-3	-6	-4	2	0
Cc1ccccc1-n1c(O)c(C(c2ccncc2)c2c(O)n(-c3ccccc3C)c(=O)[nH]c2=O)c(=O)[nH]c1=O	-0.6&1.7	3&-10	19&-3	0&4	10&-17	-1&-8	-7&4
O=C1NC(=O)C(=Cc2ccc(-c3cc(Cl)ccc3[N+](=O)[O-])o2)C(=O)N1	-0.1	·	-2	·	-8	0	21
O=C(NC1CN2CCC1CC2)c1cccc(Cl)c1 (stereo unspecified)	-2.3	4	2	3	-6	4	4
Cc1ccc2c(c1)=C/C(=C\c1c(O)[nH]c(=O)[nH]c1=O)C(=O)N=2	·	·	1	9	12	?	11
OC(Cn1c2ccccc2c2ccccc21)C[n+]1cccc2ccccc21 (stereo unspecified)	·	16	26	15	·	·	·
CCOC(=O)C1=C(C)OC(N)=C(C(=O)OC)C12C(=O)Nc1ccc(Br)cc12 (stereo unspecified)	·	2	·	8	20	·	·
CCOC(=O)C1=C(N)OC2=C(C(=O)CCC2)C12C(=O)N(C)c1ccccc12 (stereo unspecified)	0.7	·	-10	-6	-4	3	12
CC(C)c1ccc(-n2c(O)c(/C=N/NC(=O)c3ccncc3)c(=O)[nH]c2=O)cc1	-0.9	·	-11	0	-5	?	-12

Bioassay records from PubChem BioAssay.

Not all compounds are listed, so the mix of outcomes need not match the whole.
